Source: PubChem BioAssay
core dimer inh: HCV core protein dimerization inhibition | TR-FRET GST/Flag-core106 dimerization, 1536-well | inhibition, % at 5 µM | actives 0.33% (n = 300,000);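 active = inhibition above the mean of all tested compounds plus 3 SD, set per screening campaign, cut at about 45% in these data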
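Assay system: tagged HCV core106 pair (GST and Flag); medium: KF-containing HEPES buffer, pH 7.45, DTT, CHAPS, BSA; also added: Eu donor and XL665 acceptor anti-tag antibodies; dosing: 5 µM single dose; timing: compound-protein-antibody incubation 4 h at 22.5 °C; signal: TR-FRET 671 and 617 nm emission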
CTSL1 counter: cathepsin L1 inhibition, PFM18AAP counter-screen | recombinant F. hepatica cathepsin L1, Z-Leu-Arg-MCA fluorescence | inhibition, % at 5.96 µM | actives 0.49% (n = 300,000);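 active = inhibition above the mean of all tested compounds plus 3 SD, set per screening campaign, cut at about 17% in these data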;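 also: 0% = plate median of test compound wells and 100% = 1 µM Z-Phe-Ala-diazomethylketone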
GASC-1 inh: human JMJD2C demethylase inhibition; actives 0.069% (n = 330,000); GST-JMJD2C(1-420) H3K9me3 demethylation, DELFIA europium; AID 2099; inhibition, % at 2.35 µM;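 active = more than half of a compound's replicate wells show inhibition beyond 50%, single wells judged on their own value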;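 also: signal counts dimethyl H3K9 product captured on neutravidin plate; 0% = median of DMSO wells and 100% = 0.3 times that DMSO median; strong numbers were not always called active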
Target sequence (Q9H3R0 1-420 limits assumed): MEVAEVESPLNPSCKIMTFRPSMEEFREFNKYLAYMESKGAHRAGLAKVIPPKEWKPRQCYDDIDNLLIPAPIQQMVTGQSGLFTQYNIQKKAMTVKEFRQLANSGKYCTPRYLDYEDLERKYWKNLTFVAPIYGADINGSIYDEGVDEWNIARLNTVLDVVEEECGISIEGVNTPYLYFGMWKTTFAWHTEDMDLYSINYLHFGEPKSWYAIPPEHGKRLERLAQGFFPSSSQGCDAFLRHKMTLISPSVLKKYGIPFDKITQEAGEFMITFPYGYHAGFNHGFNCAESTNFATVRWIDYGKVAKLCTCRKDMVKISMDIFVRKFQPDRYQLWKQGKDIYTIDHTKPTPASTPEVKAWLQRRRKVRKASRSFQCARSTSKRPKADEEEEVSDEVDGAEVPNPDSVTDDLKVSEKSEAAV
PP5 inh: PP5 (human) phosphatase inhibition. inhibition, % at 6.7 µM. purified PP5c, OMFP substrate fluorescence. AID 1987. actives 0.18% (n = 320,000);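 active = inhibition above the campaign's mean inhibition across all tested compounds plus 3 SD, cut at about 9.5% in these data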;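 also: 0% = DMSO only and 100% = 100 µM cantharidin control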
Target sequence (P53041 whole entry, looked up): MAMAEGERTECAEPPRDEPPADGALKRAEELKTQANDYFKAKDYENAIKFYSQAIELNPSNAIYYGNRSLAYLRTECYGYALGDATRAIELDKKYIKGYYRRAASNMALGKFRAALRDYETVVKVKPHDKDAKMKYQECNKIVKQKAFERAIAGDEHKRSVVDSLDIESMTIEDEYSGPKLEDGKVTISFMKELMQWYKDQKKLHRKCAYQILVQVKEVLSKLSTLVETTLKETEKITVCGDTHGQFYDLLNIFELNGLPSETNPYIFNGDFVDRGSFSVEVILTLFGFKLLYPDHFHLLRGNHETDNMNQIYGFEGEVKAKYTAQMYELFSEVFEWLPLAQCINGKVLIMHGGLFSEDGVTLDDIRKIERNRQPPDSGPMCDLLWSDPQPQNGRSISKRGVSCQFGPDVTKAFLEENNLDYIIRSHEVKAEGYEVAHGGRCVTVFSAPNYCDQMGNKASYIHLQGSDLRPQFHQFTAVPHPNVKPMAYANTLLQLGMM
EBNA-1 inh: blocks EBNA-1 binding to DNA; actives 0.34% (n = 300,000); inhibition, % at 14.8 µM; EBNA-1 DNA binding, fluorescence polarization; in the data active = inhibition above about 28%
CR mimetic SO: lowers age-related superoxide in aged yeast cells. superoxide response (% of plate mean), % at 10 µM. AID 2690. actives 0.18% (n = 330,000). S. cerevisiae aged cells, superoxide DHE fluorescence; stronger effect = lower value;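 active = superoxide response under a set limit, about three screen SD below normal, cut at about 65% in these data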;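 also: yeast aged for seven days with compound at 30 °C before DHE staining; 100% = average MFI of all compound-treated wells on the plate with controls excluded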
ZTA DNA inh: counter-screen for EBNA-1 inhibitors: inhibitors of Epstein-Barr virus ZTA; P03206; ZTA-DNA binding, fluorescence polarization; inhibition, % at 11 µM; actives 0.15% (n = 320,000); AID 2234; in the data active = inhibition above about 33%
PP1 inh: counter-screen for PP5 inhibitors: inhibitors of human PP1-alpha; P62136; AID 2235; actives 0.9% (n = 320,000); inhibition, % at 6.7 µM; purified PP1alpha, OMFP fluorescence;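 active = inhibition above the mean inhibition of all tested compounds plus 3 SD, computed separately for each screening campaign, cut at about 15% in these data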
TPT1 inhibitor: C. albicans TPT1 enzyme inhibition | recombinant caTPT1, FP RNA substrate dephosphorylation | inhibition, % at 5 µM | actives 0.81% (n = 300,000);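 active = inhibition above the mean of all tested compounds plus 3 SD, set per screening campaign, cut at about 24% in these data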;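 also: plate controls were DMSO alone for no effect and ferristatin control at 100 nM for full effect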
Starred values were filed as active, the others as inactive; i = inactive; / = not tested or not shown; & = joins results of further samples. Rows are unselected. About 3.1% of those tested had a hit in this group.

SMILES | core dimer inh | CTSL1 counter | GASC-1 inh | PP5 inh | EBNA-1 inh | CR mimetic SO | ZTA DNA inh | PP1 inh | TPT1 inhibitor
Cc1nn2c(NCCCN(C)C)c3c(nc2c1-c1ccccc1)CCCC3 | -4 | 1 | -16 | 1.4 | -9 | 98 | 2 | -1 | -1
CCOc1cc(/C=N/NC(=O)c2c(-c3ccccc3)noc2C)ccc1O | -1 | 2 | -2 | 1.8 | 7 | 126 | 0 | 1 | -2
COc1ccc(CCN(C)CCN2C(=O)c3ccccc3C2=O)cc1OC | -6 | 0 | -3 | -0.9 | -2 | 106 | 3 | -4 | 0
CCN(CC)c1ccc(C=NCCNS(=O)(=O)c2ccc(C)cc2)cc1 | -16 | 3 | 3 | 3.3 | -5 | 98 | -27 | 1 | 3
CCc1cccc(CC)c1C(O)c1cccnc1 (centres undefined) | -2 | 0 | 15 | -1.6 | 4 | 93 | 12 | -2 | 0
CCC1Oc2ccccc2N(CC(=O)NCc2cccs2)C1=O (centres undefined) | 3 | 4 | 15 | 0.9 | 8 | 98 | 4 | -2 | -4
O=C(CSc1nc(-c2ccccc2)cs1)Nc1ccccc1[N+](=O)[O-] | 2 | -1 | 1 | 5.5 | 15 | 110 | -7 | 4 | 0
COc1ccc(S(=O)(=O)n2nc(C)cc2C)c(C)c1C | -4 | -3 | 10 | -0.1 | -6 | 98 | -8 | 2 | -2
CC1CCc2nc(NC(=O)C3CCCO3)sc2C1 (centres undefined) | 0 | 4 | 1 | 2.5 | -7 | 80 | -3 | -5 | -6
Cc1cc(C)cc(NC(=S)NCCN2CCOCC2)c1 | -7 | 0 | 5 | 0.3 | 3 | 102 | 6 | -1 | -3
COc1cc(C(=O)NC(=S)NCc2ccco2)cc(OC)c1OC | -1 | 3 | -14 | -0.1 | 6 | 86 | 6 | 3 | -3
Cc1onc(-c2ccccc2Cl)c1C(=O)NCC(=O)O | -7 | -3 | -5 | -1.3 | 3 | 98 | -2 | -3 | -1
CC(C)(C)Cc1nnc(NC(=O)c2ccc3c(c2)OCO3)s1 | -5 | -1 | -4 | 3.5 | -12 | 119 | -11 | 4 | -1
Cc1ccc(NC(=O)c2ccco2)c(NC(=O)C2CCCO2)c1 (centres undefined) | -2 | -3 | -14 | -1.6 | -12 | 94 | -6 | -8 | -3
O=C(c1ccccc1F)N1CCOCC1 | -3 | 0 | 2 | -2.3 | -4 | 118 | -12 | -2 | 0
Cc1c(C(=O)O)cccc1-n1c(C)cc(C=O)c1C | -3 | -1 | 2 | -1.4 | 1 | 95 | -19 | -3 | 0
O=C(O)CSCC(=O)N1CCN(c2ncnc3scc(-c4ccccc4)c23)CC1 | -3 | 4 | -5 | -0.1 | -1 | 120 | -9 | 0 | -6
COc1cc(SC)ccc1C(=O)Nc1ccc2c(c1)CCC2 | 5 | 1 | 6 | 3.1 | -10 | 130 | -10 | 3 | 4
Cc1ccc(C(=O)NCCCNC(=O)Cc2ccccc2)cn1 | -6 | 3 | -1 | 1.4 | -9 | 90 | 9 | 0 | 5
O=C(N/C(=C/c1cccs1)C(=O)N1CCCC1)c1ccccc1 | -8 | 3 | -27 | -0.8 | 1 | 101 | 8 | 0 | -1
COc1ccc(S(=O)(=O)N(C)CC(=O)Nc2ccc(C(F)(F)F)cc2)cc1Cl | -4 | -1 | 0 | 7.5 | 5 | 110 | -11 | 4 | 3
CNC(=O)c1nc(C)n(-c2ccc([N+](=O)[O-])cc2)n1 | 0 | -1 | -7 | 3.8 | 2 | 101 | 11 | 8 | 2
COc1ccc(Oc2nccc(OC)c2C#N)cc1 | -2 | 2 | -7 | 0.4 | -1 | 108 | -7 | -4 | -3
CN(CCOc1ccccc1)CC(=O)Nc1ccc(Cl)c(S(=O)(=O)N(C)C)c1 | 4 | 2 | -11 | 1.0 | -12 | 102 | 4 | -4 | 6
Cn1nc(C(=O)Nc2ccccc2Cl)cc1C(=O)Nc1ccccc1Cl | 3 | -3 | -1 | 0.7 | 5 | 109 | -11 | -2 | -1
O=C1[C@H]2[C@@H](c3ccc(F)cc3)N3C(=O)N(c4cccc(Cl)c4)C(=O)[C@@]3(Cc3ccccc3)[C@H]2C(=O)N1C1CCCCC1 | 5 | 0 | 2 | 6.0 | 2 | 107 | -18 | 7 | 0
Cc1cnc(C(=O)OCC(=O)c2ccc(Br)s2)cn1 | 14 | -4 | 51 | 0.8 | -2 | 94 | 2 | -5 | 1
Cc1cnn(CCC(=O)NNC(=S)Nc2cccc(Cl)c2)c1 | -12 | -1 | 3 | 2.1 | 4 | 112 | -4 | 1 | -2
O=S(=O)(N/N=C/c1ccc(F)cc1)c1ccccc1 | -1 | 0 | 0 | -3.1 | 7 | 89 | 12 | -4 | -8
O=C(Nc1ccc2ncccc2c1)c1ccccc1Br | 7 | 2 | 2 | -0.1 | 0 | 89 | 1 | -1 | -2

Arranged by count of non-hydrogen atoms (falling): part of the list above
SMILES | core dimer inh | CTSL1 counter | GASC-1 inh | PP5 inh | EBNA-1 inh | CR mimetic SO | ZTA DNA inh | PP1 inh | TPT1 inhibitor
O=C(O)CSCC(=O)N1CCN(c2ncnc3scc(-c4ccccc4)c23)CC1 | -3 | 4 | -5 | -0.1 | -1 | 120 | -9 | 0 | -6
COc1ccc(S(=O)(=O)N(C)CC(=O)Nc2ccc(C(F)(F)F)cc2)cc1Cl | -4 | -1 | 0 | 7.5 | 5 | 110 | -11 | 4 | 3
Cn1nc(C(=O)Nc2ccccc2Cl)cc1C(=O)Nc1ccccc1Cl | 3 | -3 | -1 | 0.7 | 5 | 109 | -11 | -2 | -1
Cc1cnn(CCC(=O)NNC(=S)Nc2cccc(Cl)c2)c1 | -12 | -1 | 3 | 2.1 | 4 | 112 | -4 | 1 | -2
O=S(=O)(N/N=C/c1ccc(F)cc1)c1ccccc1 | -1 | 0 | 0 | -3.1 | 7 | 89 | 12 | -4 | -8

More entries:
SMILES | core dimer inh | CTSL1 counter | GASC-1 inh | PP5 inh | EBNA-1 inh | CR mimetic SO | ZTA DNA inh | PP1 inh | TPT1 inhibitor
CC(=O)c1c(C)[nH]c(C(=O)N2c3ccccc3CC2C)c1C (centres undefined) | -3 | 1 | -3 | 0.7 | 1 | 93 | 2 | 2 | -4
COc1cc2cnc(-c3ccccc3)c(-c3ccc([N+](=O)[O-])cc3)c2cc1OC | / | / | 7 | 1.4 | / | 96 | -11 | -4 | /
CC(C)NC(=S)N/N=C/C1=CCC2CC1C2(C)C (centres undefined) | 8 | 2 | 10 | 2.7 | 0 | 101 | -2 | 2 | 0
Oc1ccccc1-c1cc(C(F)(F)F)nc(-c2ccccc2)n1 | -1 | 1 | -20 | 3.4 | -1 | 98 | 6 | 0 | -5
O=C(CCC(=O)N1CCOc2ccc(Cl)cc21)NCc1ccccc1 | 2 | -4 | 8 | 2.2 | -10 | 94 | -2 | -2 | -3
O=c1[nH]c(C2CCN(S(=O)(=O)/C=C/c3ccccc3)CC2)nc2c1nnn2Cc1ccc(F)cc1 | 33 | 5 | -11 | 2.6 | -4 | 101 | 11 | 17* | 2
Cc1csc(=NC(=O)c2ccccc2)n1C | 11 | -3 | 4 | -1.2 | 3 | 115 | -13 | -2 | 0
Cc1c(NC(=O)c2cc(-c3ccccc3)on2)c(=O)n(-c2ccccc2)n1C | -7 | 0 | -1 | -0.1 | 4 | 105 | 3 | 2 | 0
Cc1cc(C(F)F)nn1CC(=O)NC1CCCCCC1 | -8 | -3 | 3 | 3.1 | 8 | 101 | -5 | -2 | -4
O=C(NCCS(=O)(=O)N1CCN(c2cccc(Cl)c2)CC1)C1CC1 | 0 | -2 | 9 | 0.1 | 5 | 101 | 1 | -4 | -5
CCOc1ccc(C=O)cc1CN1CCCCC1 | 5 | -2 | 0 | 3.6 | -9 | 108 | -5 | 0 | 2
CCN(CC(=O)Nc1cc(S(=O)(=O)N2CCCCC2)ccc1C)Cc1ccccc1 | 7 | -1 | -3 | 1.4 | -6 | 96 | 5 | -6 | -2
CSc1nsc(SCC(=O)NC2CCCCC2)n1 | 2 | -4 | -13 | 2.9 | -4 | 100 | -7 | 1 | 2
COc1ccc(/C=C2\SC(=S)N(CCC(=O)Nc3ccccc3C(=O)O)C2=O)cc1 | 2 | -5 | -9 | 1.1 | -5 | 103 | 2 | -3 | 2
COc1cccc(NC(=O)COC(=O)c2c(-c3ccccc3)noc2C)c1 | -1 | -1 | 27 | 0.5 | -1 | 90 | -12 | -1 | -2
CCc1nnc(NS(=O)(=O)c2ccc(N=Cc3c(C)[nH]n(-c4cccc(Cl)c4)c3=O)cc2)s1 | 0 | 5 | 3 | -0.4 | 7 | 94 | -1 | 7 | -1
CN1CCN(C(=O)c2c(O)c3cccc4c3n(c2=O)CC4)CC1 | -5 | 1 | 4 | 0.1 | -9 | 90 | -17 | -1 | -4
Cc1ccccc1NC(=S)N(CCN1CCCCCC1)Cc1cccs1 | -1 | 3 | 12 | -0.8 | -7 | 100 | -5 | -3 | 0
Cc1[nH]c2ccc(-c3nnc(SCC(=O)NCc4ccco4)n3Cc3ccccc3)cc2c1C | 15 | -1 | -1 | 4.2 | -14 | 110 | -12 | 8 | 6
CCc1cc(C(N)=S)ccn1 | -8 | 4 | i | -1.2 | -2 | 85&88 | 11 | -2 | -3
COc1ccc(NS(=O)(=O)c2ccc(C)c(C(=O)OC(C)C(=O)N3CCOCC3)c2)cc1 (centres undefined) | -3 | 0 | -8 | -0.7 | 5 | 101 | -3 | -7 | -3
CC(C)(C)CC(C)(C)NC(=S)Nc1ccc(S(=O)(=O)N2CCOCC2)cc1 | 6 | 1 | 8 | 3.6 | 1 | 111 | 7 | 6 | 3
CCC(=O)N1CCc2cc(S(=O)(=O)NCCC(=O)N3CCN(c4cccc(OC)c4)CC3)ccc21 | -4 | -1 | -14 | -2.5 | -10 | 90 | -19 | -4 | 1
O=c1c2ccccc2nc(-c2ccccc2)n1/N=C/c1ccc([N+](=O)[O-])cc1 | -1 | -2 | 6 | 2.0 | 6 | 111 | 18 | -2 | 2
O=C1CCCCN1CCC(=O)N1CCCC(N2CCN(c3cccc(Cl)c3)CC2)C1 (centres undefined) | -5 | 1 | 2 | -0.5 | 6 | 95 | -6 | -5 | -1
NC1=Nc2cccc3cccc1c23 | -7 | 2 | -3 | 0.5 | -2 | 115 | -7 | -3 | -1
CN(C(=O)COC(=O)CCc1nc2ccccc2c(=O)[nH]1)C1CCS(=O)(=O)C1 (centres undefined) | 2 | 3 | 12 | 0.2 | -2 | 83 | -1 | -3 | 1
CC(=O)c1ccc(S(=O)(=O)N2CCN(C(=O)/C=C/c3ccc4ccccc4n3)CC2)cc1 | 35 | -1 | 6 | -0.6 | 8 | 106 | 6 | 0 | 8
CCCC1=Nc2cc(C(=O)N3CCC(C(N)=O)CC3)ccc2Sc2ccccc21 | 1 | -3 | -19 | 2.4 | 0 | 105 | 5 | 0 | 0
COC(=O)c1ccccc1C(=O)N1CCC(CCC(=O)NC2CC2)CC1 | -5 | 2 | -24 | -0.3 | 6 | 87 | 0 | -2 | -1
COc1cc(CNc2ccc(O)cc2)cc(Br)c1OCc1ccccc1F | 5 | -6 | 11 | 8.1 | 7 | 105 | 28 | 9 | 0
Cc1ccc(OCc2ccc(C(=O)NCc3cccnc3)cc2)cc1C | 7 | -9 | 7 | 3.1 | 6 | 95 | 22 | -2 | -1
COCCCNC(=O)CS(=O)(=O)Cc1nc(-c2ccccc2C)oc1C | -10 | -2 | -13 | 2.4 | 6 | 104 | -13 | 2 | -1
Cc1ccc2c(c1)NC(=O)C(CC(=O)NCCCN1CCCC1)O2 (centres undefined) | 1 | -2 | 2 | -0.2 | 3 | 100 | 8 | -6 | 0
COC(=O)c1c(-c2cccc(C)c2)csc1NC(=O)C1CCCO1 (centres undefined) | 2 | 5 | -3 | 1.1 | 6 | 100 | -9 | 3 | 1
